# Lamin A splicing: modulators of lamin A splicing. 200,000 tested, 0.01% active. HeLa LMNA splicing GFP/RFP minigene ratio, 48 h. Potency, µM (highest dose often 46.1 µM), for the others: at the top dose ratio change, negative = inhibition, most hits filed as inhibitors; active means well fitted inhibition curve with a large enough effect in the signal ratio, with a control signal flat, not every such curve was filed as active; inconclusive means small, poorly fitted or top-dose-only effect, or effect the other way, or a change in a side signal; the % refers to the signal ratio; further: potency means the concentration at half of the fitted maximal effect; on the % scale 0 is the no-effect control and ±100 the full control effect
#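 S3 HeLa stable clones carrying a lamin A-EGFP splicing minigene plus DsRed2 were seeded at 600 cells/well in Opti-MEM with 2% FBS, pin-dosed and incubated 48 h at 37°C. Acumen cytometry (488 nm) gave the GFP/RFP total-intensity ratio.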
# CBFb-RUNX1 inh: CBF-beta/RUNX1 interaction disruption | 230,000 tested, under 10 active | AlphaScreen CBFb-His/RUNX1-biotin binding, biochemical | AID 1477 | Potency, µM (highest dose often 59.8 µM), for inactives: at the highest dose activity, negative = inhibition, most hits filed as inhibitors | Q01196+Q13951; further: % of control where 0% means no effect
# Target sequence (Q01196 whole entry, looked up): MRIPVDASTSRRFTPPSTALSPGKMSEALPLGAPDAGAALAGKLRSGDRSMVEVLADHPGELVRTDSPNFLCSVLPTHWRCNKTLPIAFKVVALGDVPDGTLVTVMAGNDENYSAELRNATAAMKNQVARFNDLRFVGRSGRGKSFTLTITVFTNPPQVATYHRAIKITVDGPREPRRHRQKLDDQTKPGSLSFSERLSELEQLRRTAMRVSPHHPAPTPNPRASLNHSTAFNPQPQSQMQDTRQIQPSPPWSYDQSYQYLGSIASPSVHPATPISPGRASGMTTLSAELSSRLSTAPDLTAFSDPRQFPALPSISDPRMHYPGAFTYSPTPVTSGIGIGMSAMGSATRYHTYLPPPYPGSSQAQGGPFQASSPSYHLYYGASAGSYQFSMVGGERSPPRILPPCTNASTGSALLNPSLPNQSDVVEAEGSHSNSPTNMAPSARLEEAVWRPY
# Target sequence (Q13951 whole entry, looked up): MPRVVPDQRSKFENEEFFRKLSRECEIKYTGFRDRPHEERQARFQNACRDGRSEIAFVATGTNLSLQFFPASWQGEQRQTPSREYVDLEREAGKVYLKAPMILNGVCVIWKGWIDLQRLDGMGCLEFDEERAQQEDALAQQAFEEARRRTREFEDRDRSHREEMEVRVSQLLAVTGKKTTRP
#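 Compounds were screened at multiple concentrations against a preformed CBF-beta(His)/RUNX1(biotin) complex (30 nM of each) for 15 min at room temperature, followed by 90 min with nickel and streptavidin beads and AlphaScreen reading.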
# aGlu spleen mod: inhibitors or activators of human alpha-glucosidase in spleen homogenate. P10253. human spleen homogenate, 4-MU-alpha-glucoside fluorescence. Potency, µM (series often up to 79.9 µM), without a hit: at the highest dose activity change, negative = inhibition, actives largely listed as inhibitors. 240,000 tested, 0.006% active;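 further: potency means the concentration at half of the fitted maximal effect; 0% = enzyme with vehicle and -100% = no enzyme basal signal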
#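 Compounds were titrated against alpha-glucosidase in spleen homogenate at pH 5.0, with 1 mM 4-methylumbelliferyl substrate for 40 min at 37 C. Reactions were quenched with pH 10 NaOH/glycine and fluorescence measured.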
# HTT aggregate: mutant huntingtin aggregation inhibition | PC12 HttQ103-GFP aggregates, Acumen cytometry, 40 h | Potency, µM (highest dose often 46.1 µM), inactives show at the highest dose activity change, negative = inhibition, hits mostly inhibitors | 220,000 tested, 1.1% active; further: potency means the concentration at half of the fitted maximal effect; on the % scale 0 is the no-effect control and ±100 the full control effect; nearly all actives have a fitted effect of over 60% in size
#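 Inducible Q103 Huntingtin exon 1–GFP PC12 line, 1500 cells/well in phenol red free DMEM with 5% equine and 5% calf serum. Tebufenozide 100 nM induced expression; compounds titrated; aggregates quantified by cytometry.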
# HTT ATP protect: protects HTT-Q103 PC12 cells, measured by ATP; 230,000 tested, 0.14% active; PC12 HTT-Q103 induced, cytoprotection, ATP luminescence, 40 h; Potency, µM (series often up to 56.4 µM), inactives show cytoprotection (ATP increase), actives largely listed as activators;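 further: potency means the concentration at half of the fitted maximal effect; % of control where 0% means no effect; nearly all actives have a fitted effect of over 45% in size; toxic huntingtin expression switched on by the ecdysone agonist tebufenozide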
#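 Readout: ATPlite luminescence (ATP level). Model: stable PC12, inducible Htt exon1 Q103-GFP. Inducer: tebufenozide, 100 nM final. Compounds: dose series. No G418 in medium.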
# GAA inh: alpha-glucosidase (human) inhibition | P10253 | purified human GAA, 4-MU-alpha-glucoside fluorescence | Potency, µM (doses to about 76.9 µM), for inactives: at the highest dose activity change, negative = inhibition, usual class: inhibitors | 200,000 tested, 0.005% active | AID 1466;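 further: potency means the concentration at half of the fitted maximal effect; plate controls were uninhibited enzyme wells for no effect and no-enzyme background for full effect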
#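 Fluorogenic assay: 4 nM human alpha-glucosidase with 400 uM 4-methylumbelliferyl-alpha-D-pyranoside in 50 mM citrate/phosphate, 0.005% Tween-20, pH 5.0, 20 min at room temperature. Compounds tested up to 77 uM; AC50 from Hill fits.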
# GAA glycogen: inhibitors or activators of human alpha-glucosidase glycogen cleavage | P10253 | recombinant GAA, glycogen substrate, Amplex Red glucose oxidase fluorescence | Potency, µM (top dose mostly 76.4 µM), inactives show at the highest dose activity change, negative = inhibition, usual class: inhibitors | 300,000 tested, 0.38% active | AID 2100;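 further: potency means the concentration at half of the fitted maximal effect; 0% = full enzyme reaction and -100% = no-enzyme basal signal; the screen sought inhibitors and activators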
#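 Recombinant human enzyme (4 nM); glycogen substrate; 37 C, 40 min, pH 5.0. Readout: coupled glucose oxidase/Amplex Red fluorescence.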
# * hit, by the source's call; ? = inconclusive; · = no result given; [ ] = another dose, or the depositor's remark. Unless noted, the call rests on the fitted dose curve; in most records, active means well fitted curve in the direction sought with a large enough effect; inconclusive means small, poorly fitted or top-dose-only effect, or another doubt; inactive means no such curve, though single readings can be large; an effect the other way counts as inactive or inconclusive.
SMILES,Lamin A splicing,CBFb-RUNX1 inh,aGlu spleen mod,HTT aggregate,HTT ATP protect,GAA inh,GAA glycogen
N=c1c(-c2nc3ccccc3[nH]2)cc(C(=O)c2ccco2)nn1-c1ccccc1,0%,?,1%,?,·,-3%,0%
Oc1c(N=NC(=S)Nc2ccccc2F)c2ccccc2n1Cc1ccc(F)cc1,·,?,-5%,?,0%,-17%,0%
CC(=O)c1ccccc1N(C(=O)Cn1nnc2ccccc21)C(C(=O)NCC1CCCO1)c1ccc(N2CCOCC2)cc1 (centres undefined),5%[46 µM],-1%,1%,12%[9.22 µM],6%[10 µM],-7%,13%
O=S(=O)(NCc1ccncc1)c1ccc(Br)s1,?,1%,-16%,2.5µM*,-27%[0.074 µM],-2%,0%
Cc1ccc(-n2c([C@@H]3C[C@H]3c3ccccc3)n[nH]c2=S)cc1,-10%,-6%,3%,12%,-8%[10 µM],3%,?
CCC(=O)NC(=S)Nc1ccc(NC(=S)NC(=O)c2ccc(C)cc2)cc1,·,-4%,2%,30%,39%,3%,-1%
O=S(c1ccsc1)c1ccsc1,-14%,5%,-3%,-20%,0%[0.074 µM],-3%,8%
Cc1cc(=O)oc2cc(OCC(=O)OCC(=O)NC(C)C)ccc12,·,6%,-6%,?,-46%[inhibitor],3%,7%
COc1ccccc1/C=C/C(=O)NCC(=O)N/N=C/c1ccccc1[N+](=O)[O-],·,-7%,-1%,-5%,-28%,?,-11%
CCc1ccccc1NC(=S)/N=C(\N)Nc1nc(C)c2cc(C)ccc2n1,?,-3%,-1%,-7%,-11%[10 µM],3%,-10%
CCOc1ccc(NC(=S)N2CCN(c3ccc(N4CCOCC4)nn3)CC2)cc1,·,-5%,12%,-10%,18%,-2%,-16%
CCC1CCCCN1C(=O)c1cc2cc(Br)ccc2oc1=O (centres undefined),10%,0%,4%,14%,0%,-3%[15.4 µM],-1%
O=C(Nc1ccc2nn(-c3ccccc3)nc2c1)c1cccs1,-3%,10%,0%,-7%,-25%[10 µM],10%,8%
Cc1ccc(CNC(=O)/C=C/c2ccc(Br)o2)cc1,-21%,3%,1%,-8%,13%[10 µM],5%,-7%
CN1CCN(C(=O)CCCOc2ccc(Cl)cc2Cl)CC1,-2%,5%,-2%,2%,-66%[inhibitor],-4%,9%
COc1ccc(C(=O)N2CCn3c(C)ccc3C2C)cc1 (centres undefined),-16%[46 µM],-23%,0%,1%,?,-4%,?
O=S(=O)(Nc1ccccn1)c1ccc(Oc2ccccc2)cc1,?,3%,-3%,-9%,-10%,-3%,-4%
CCn1c(-c2cc(-c3cccc(OC)c3)nc3ccccc23)n[nH]c1=S,-3%,-10%,-7%,-7%,-18%,-3%,?
O=C(Nc1ccccc1)N1CCc2ccccc21,-3%,15%,-9%,-2%,-15%[10 µM],1%,1%
CC(=O)c1cccc(-n2nnnc2SCC(=O)NNC(=O)C(C)C)c1,·,3%,-3%,24%[9.22 µM],29%[10 µM],0%,4%
O=C(CCCCCN1C(=O)c2ccccc2C1=O)NC1CCCC1,-4%,5%,-12%,0%,15%,-6%,2%
COc1cc(SSc2cc(OC)cc([N+](=O)[O-])c2N)c(N)c([N+](=O)[O-])c1,·,-17%,0%,-20%[9.22 µM],-4%[10 µM],·,4%
CCOC(=O)C1(CC2CCCCO2)CCN(C(=O)Nc2cccc(SC)c2)CC1 (centres undefined),·,17%,-1%,-15%,-12%,6%,5%
N#C/C(=C\c1cc2ccccc2nc1N1CCCCC1)C(N)=O,-11%,0%,4%,-21%,-15%[10 µM],3%,-4%
Cc1cccc(NS(=O)(=O)c2ccc3[nH]c(=O)cc(C(=O)O)c3c2)c1,·,18%,-22%,-1%,-8%,0%,-9%

# Remaining list, next part.
SMILES,Lamin A splicing,CBFb-RUNX1 inh,aGlu spleen mod,HTT aggregate,HTT ATP protect,GAA inh,GAA glycogen
Cc1ccc(C)c(CSC2=NCCN2C(=O)Cc2ccc([N+](=O)[O-])cc2)c1,-8%,-1%,2%,3%,-1%[10 µM],-2%,-2%
Cc1cc([N+](=O)[O-])ccc1-c1ccc(C2Nc3ccccc3C(=O)N2O)o1 (centres undefined),?,-16%,-9%,?,-41%[inhibitor],-6%,?
CCOc1ccc(CC(=O)N2CCN=C2SC)cc1,23%[46 µM],3%,4%,5%,8%[10 µM],-3%,16%
C=CCn1c(N)cc(=O)nc1SCC(=O)Nc1ccccc1C(N)=O,·,-1%,1%,-15%[9.22 µM],4%[10 µM],-4%,-1%
O=C(CCn1c(=O)sc2ccccc21)NCc1ccco1,-7%,0%,5%,?,11%[10 µM],1%,-5%
CN(C)C(=S)SCC(=O)NC(=O)NC(C)(C)C,?,1%,-2%,-10%,-9%,-4%,-2%
CN(CCn1ccnc1)Cc1cn(-c2ccccc2)nc1-c1ccc2c(c1)OCO2,?,-13%,5%,-12%[9.22 µM],5%[10 µM],4%,-2%
CCOc1c2ccc(C(=O)N[C@H](C)C3CCCCC3)cc2nn1CC,-1%,3%,-5%,2%,-24%,3%,-7%
O=C(NCc1ccccc1)C(c1cccs1)N(Cc1cccs1)C(=O)c1cnccn1 (centres undefined),14%,4%,-18%,12%,6%,-5%,1%
Cc1ccc2[nH]c(C)c(CCNC(=O)c3cc4cc([N+](=O)[O-])ccc4oc3=O)c2c1,-13%,-2%,-2%,20%,-2%[10 µM],-2%,-3%
Nc1nc(Nc2ccccc2)n[nH]1,9%[46 µM],8%,4%,0%[9.22 µM],19%[10 µM],-6%,?
COc1cc(C(=O)O)cc(NC(=O)c2ccco2)c1OC,·,4%,-1%,9%[9.22 µM],4%[10 µM],1%[15.4 µM],8%
Cc1ccc2nc(-c3ccc(NS(=O)(=O)c4ccc(F)cc4)cc3)sc2c1,?,14%,?,-15%,·,?,4%
CCC(C)NC(=O)CCSCCC(=O)NC(C)CC (centres undefined),-5%,9%,0%,-10%,·,5%,-4%
Cn1c(CNC(=O)c2ccccc2)nnc1SCC(=O)Nc1nccs1,-13%[9.22 µM],0%,1%,2%[9.22 µM],-19%,13%,-12%
Cc1ccc(NC(=O)CN2C(=O)NC3(CCC(C)CC3)C2=O)c(Cl)c1 (centres undefined),-11%,10%,7%,-3%,6%,2%,27%
CCOC(=O)CN1C(=O)c2ccccc2C1=O,-10%,4%,0%,-2%,28%,0%,1%
CC(=O)Nc1ccc2nc(CN3CCN(Cc4ccc(F)cc4)C(CCO)C3)ccc2c1 (centres undefined),?,-12%,6%,7%[9.22 µM],0%[10 µM],-11%,0%
COc1cc(C2=NOC(C(=O)Nc3cc(C)on3)C2)cc(OC)c1OC (centres undefined),·,1%,0%,-5%[9.22 µM],-10%[10 µM],·,1%
O=C(c1ncn[nH]1)N1CCN(c2nc(-c3ccccc3)cs2)CC1,11%,-6%,3%,-19%,-11%,-6%,-4%
O=C(CCN1C(=O)C2CC=C(Cl)CC2C1=O)NCc1ccccc1 (centres undefined),1%,3%,1%,14%,-9%[1.9 µM],2%,4%
CCn1c2ccccc2c2cc(NC(=O)c3cccc([N+](=O)[O-])c3)ccc21,1%,6%,0%,12%,-10%,4%,?
Cc1ccc(CNC(=O)COc2ccc3c(c2)CCC3)cc1,15%,0%,0%,-12%,-12%[10 µM],2%,-6%
CCOc1ccc(NS(=O)(=O)c2cc(NC(=O)CCC(=O)c3cccs3)ccc2Cl)cc1,·,-1%,-2%,?,-15%[10 µM],-2%,-13%
CCNc1nc(NCC)nc(N/N=C/c2ccc(N(C)C)cc2)n1,-16%[9.22 µM],-17%,1%,-6%,-46%[inhibitor],?,?

# Copied from the list:
# Cc1ccc(NC(=O)CN2C(=O)NC3(CCC(C)CC3)C2=O)c(Cl)c1 (centres undefined) @ GAA glycogen: 27%
# O=C(CCn1c(=O)sc2ccccc21)NCc1ccco1 @ GAA glycogen: -5%
# C=CCn1c(N)cc(=O)nc1SCC(=O)Nc1ccccc1C(N)=O @ CBFb-RUNX1 inh: -1%

# Going on with the list.
SMILES,Lamin A splicing,CBFb-RUNX1 inh,aGlu spleen mod,HTT aggregate,HTT ATP protect,GAA inh,GAA glycogen
C#Cc1ccc([C@H]2C=C(C(=O)O)O[C@@H](OCc3ccc(CO)cc3)C2)cc1,·,1%,1%,-15%[9.22 µM],-5%[10 µM],·,2%
O=C(COC(=O)c1cc(Cl)ccc1[N+](=O)[O-])Nc1cccc2ccccc12,8%,-2%,-2%,4%,-2%[10 µM],-2%,-2%
COc1ccc(NC(=O)COc2ccc3oc(=O)cc(C)c3c2)cc1,·,1%,2%,-5%[9.22 µM],23%[10 µM],·,6%
COc1cc(OC)cc(C(=O)Nc2ccc(NC(=O)c3ccco3)c(Cl)c2)c1,·,-7%,1%,-20%,-47%[inhibitor],5%,9%
Cc1ccccc1-c1noc(-c2ccccc2C(=O)N2CCCC2)n1,?,2%,-20%,9%,1%,-1%,-10%
Fc1ccc(N/N=C/c2cccnc2)c(F)c1,?,0%,-1%,19%,-4%[10 µM],-8%,?
Cc1cc(N2C(=O)C(O)=C(C(=O)c3cccs3)C2c2ccccc2)no1 (centres undefined),9%,3%,5%,3%,-20%,0%,11%
O=c1c2ccccc2nc(COc2ccccc2)n1/N=C/c1cn[nH]c1-c1ccccc1,?,-13%,-2%,-9%,-3%[10 µM],-4%,9%
COc1ccc(/C=C2/N=C(SC)NC2=O)cc1OC,·,14%,-2%,-6%[9.22 µM],5%[10 µM],?,-2%
CCn1c(NCc2cc(OC)ccc2OC)nc2ccccc21,8%,3%,2%,8%,-32%,-6%,3%
CCOC(=O)Cn1nc(C)c(NC(=O)COc2ccccc2)c1C,?,-2%,-2%,-1%,2%[10 µM],11%,2%
CCN(Cc1ccccc1)Cc1c(F)cccc1F,8%,0%,5%,-2%,7%,-5%,-10%
O=C(NCc1csc(-c2ccccc2)n1)c1ccco1,-8%,15%,-1%,-11%,-23%,3%,3%
O=C(Cn1nnc2c(cnn2-c2ccc(F)cc2)c1=O)Nc1ccccc1C(F)(F)F,23%[46 µM],4%,-24%,4%[9.22 µM],3%[10 µM],14%,-7%

# 4 compounds drawn at random from those above, as already listed:
SMILES,Lamin A splicing,CBFb-RUNX1 inh,aGlu spleen mod,HTT aggregate,HTT ATP protect,GAA inh,GAA glycogen
CCC(=O)NC(=S)Nc1ccc(NC(=S)NC(=O)c2ccc(C)cc2)cc1,·,-4%,2%,30%,39%,3%,-1%
Cc1cc(=O)oc2cc(OCC(=O)OCC(=O)NC(C)C)ccc12,·,6%,-6%,?,-46%[inhibitor],3%,7%
O=C(NCc1ccccc1)C(c1cccs1)N(Cc1cccs1)C(=O)c1cnccn1 (centres undefined),14%,4%,-18%,12%,6%,-5%,1%
O=C(NCc1csc(-c2ccccc2)n1)c1ccco1,-8%,15%,-1%,-11%,-23%,3%,3%
